EBNA-1 inhibitor = blocks EBNA-1 binding to DNA. 300,000 compounds, 0.34% hits. inhibition, % at 14.8 µM. EBNA-1 DNA binding, fluorescence polarization; in the data active means inhibition above about 28%
PAFAH1B2 inh = blocks human PAF acetylhydrolase 1b catalytic subunit 2. AID 492953. 340,000 compounds, 1.2% hits. inhibition, % at 3.39 µM. recombinant PAFAH1B2, FP-rhodamine activity probe, fluorescence polarization;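 active means inhibition above the mean of all tested compounds plus 3 SD, cut at about 24% in these data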;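 further: 0% = enzyme with DMSO and 100% = wells lacking PAFAH1B2; many of its hits are not listed in these tables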
Target sequence (P68402 whole entry, looked up): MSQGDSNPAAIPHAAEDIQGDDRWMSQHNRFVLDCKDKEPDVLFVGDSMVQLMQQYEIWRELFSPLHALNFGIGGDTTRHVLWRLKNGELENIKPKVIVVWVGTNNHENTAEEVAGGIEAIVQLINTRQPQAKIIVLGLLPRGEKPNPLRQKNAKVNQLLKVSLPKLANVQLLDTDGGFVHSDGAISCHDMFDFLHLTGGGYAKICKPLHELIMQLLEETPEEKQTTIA
PAFAH1B3 inh = blocks human PAF acetylhydrolase 1B catalytic subunit 3 | 340,000 compounds, 0.28% hits | recombinant PAFAH1B3, FP-rhodamine probe, fluorescence polarization | AID 492972 | Q15102 | inhibition, % at 3.39 µM;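 active means inhibition above the screen-wide average of all tested compounds plus 3 SD, cut at about 25% in these data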;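 further: 0% = enzyme with DMSO only and 100% = wells lacking PAFAH1B3 protein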
pPAFAH inh = pPAFAH (human) enzyme inhibition. Q13093. recombinant pPAFAH, FP-rhodamine probe fluorescence polarization. inhibition, % at 3.39 µM. 330,000 compounds, 1.5% hits;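 active means inhibition above the mean inhibition across the screen plus 3 SD, cut at about 25% in these data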;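 further: inhibitors block binding of the rhodamine activity-based probe so polarization drops; 0% = enzyme with DMSO and 100% = wells lacking pPAFAH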
Target sequence (Q13093 whole entry, looked up): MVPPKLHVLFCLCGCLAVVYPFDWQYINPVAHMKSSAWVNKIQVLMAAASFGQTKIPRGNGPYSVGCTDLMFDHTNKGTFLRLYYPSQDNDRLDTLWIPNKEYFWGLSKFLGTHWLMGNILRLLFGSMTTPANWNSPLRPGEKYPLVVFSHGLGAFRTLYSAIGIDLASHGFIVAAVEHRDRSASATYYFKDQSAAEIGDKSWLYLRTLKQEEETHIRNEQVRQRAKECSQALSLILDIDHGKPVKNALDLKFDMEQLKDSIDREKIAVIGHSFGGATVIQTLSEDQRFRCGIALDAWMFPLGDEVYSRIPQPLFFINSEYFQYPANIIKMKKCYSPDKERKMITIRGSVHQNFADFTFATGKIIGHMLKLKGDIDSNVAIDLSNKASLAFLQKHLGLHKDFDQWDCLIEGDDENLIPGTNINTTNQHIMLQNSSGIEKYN
PREPL inh = human PREPL enzyme inhibition; inhibition, % at 5.96 µM; AID 2751; Q4J6C6; 320,000 compounds, 0.68% hits; recombinant PREPL, fluorescence polarization activity-based probe; in the data active means inhibition above about 43%;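 further: 0% = enzyme with DMSO and 100% = wells lacking enzyme; many of its hits are not listed in these tables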
LYPLA1 inh = blocks human lysophospholipase 1, a PME1 counter-screen | O75608 | recombinant LYPLA1, FP-Rh probe fluorescence polarization | inhibition, % at 5.9 µM | 320,000 compounds, 0.16% hits | AID 2174;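 active means inhibition above the mean of all tested compounds plus 3 SD, set per campaign, cut at about 14% in these data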;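 further: inhibitors block serine hydrolase probe labeling of LYPLA1 so polarization falls; 0% = enzyme with DMSO and 100% = wells lacking LYPLA1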
Target sequence (O75608 whole entry, looked up): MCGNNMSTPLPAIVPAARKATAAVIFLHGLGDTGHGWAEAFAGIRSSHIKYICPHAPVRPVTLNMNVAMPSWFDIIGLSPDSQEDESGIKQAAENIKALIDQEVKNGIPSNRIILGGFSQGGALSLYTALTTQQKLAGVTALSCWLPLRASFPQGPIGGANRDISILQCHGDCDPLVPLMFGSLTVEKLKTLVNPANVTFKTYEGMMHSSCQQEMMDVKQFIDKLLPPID
PAFAH2 FP inh = PAFAH2 (human) inhibition. 340,000 compounds, 0.99% hits. Q99487. recombinant PAFAH2, FP-rhodamine activity probe, fluorescence polarization. inhibition, % at 3.39 µM;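 active means inhibition above the mean over all tested compounds plus 3 SD, cut at about 30% in these data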;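 further: inhibitors block probe labeling of enzyme so polarization drops; 0% = enzyme with DMSO and 100% = wells lacking PAFAH2 protein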
ZTA DNA inh = blocks Epstein-Barr virus ZTA, an EBNA-1 counter-screen; P03206; ZTA-DNA binding, fluorescence polarization; inhibition, % at 11 µM; 320,000 compounds, 0.15% hits; AID 2234; in the data active means inhibition above about 33%
LYPLA2 inh = counter-screen for PME1 inhibitors: inhibitors of human LYPLA2; O95372; recombinant LYPLA2, FP-Rh probe fluorescence polarization; inhibition, % at 5.9 µM; 320,000 compounds, 0.38% hits;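 active means inhibition above the screen-wide mean plus 3 SD, limit set per campaign, cut at about 26% in these data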;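 further: 0% = LYPLA2 with DMSO and 100% = wells lacking LYPLA2 enzyme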
An asterisk follows results filed as active; x = not tested or not shown.

SMILES	EBNA-1 inhibitor	PAFAH1B2 inh	PAFAH1B3 inh	pPAFAH inh	PREPL inh	LYPLA1 inh	PAFAH2 FP inh	ZTA DNA inh	LYPLA2 inh
O=C(CCCc1ccccc1)N=C1SC2CS(=O)(=O)CC2N1c1ccccc1F (configuration not stated)	1	11	3	3	2	-5	15	8	2
COc1ccc(CCNC(=O)/C=C/c2ccc(OC)c(S(=O)(=O)N3CCOCC3)c2)cc1	-13	5	-6	-2	5	-4	6	-14	6
CCOC(=O)c1sc(NC(=O)CCN2CCN(CC)CC2)c(C(=O)OCC)c1C	-2	3	7	11	0	0	-5	-6	1
NS(=O)(=O)c1ccc2nc(-c3ccccc3)c(-c3ccccc3)nc2c1	4	17	-1	1	10	0	2	-1	5
Cc1noc(C)c1CSc1nnc2cc(C)c3ccccc3n12	-9	x	x	2	-12	0	x	-4	11
CCOc1ccc(C(=O)Nc2cc(C)on2)cc1OCC	8	6	3	6	2	-2	-3	3	-6
O=C(O)CCCc1c(-[n+]2ccccc2)[nH]c2ccccc12	-6	5	-3	3	2	3	4	-19	5
O=C1c2ccc3c4c(ccc(c24)C(=O)N1NC(=O)C(F)(F)F)CC3	-6	3	12	5	14	0	10	-5	3
O/C(=C\c1nc2ccccc2[nH]1)c1cccs1	2	1	9	3	-7	-4	2	8	-3
Cc1cccc(N2CCN(C(=O)Cc3cn(C)c4ccccc34)CC2)c1C	-8	5	7	8	20	2	8	13	2
CCCCSc1nc2c(c(C(F)(F)F)c1C#N)CCC2	-7	5	5	2	3	-1	-1	-11	-2
c1ccc(-c2csc3ncnc(N4CCN(Cc5ccc6c(c5)OCO6)CC4)c23)cc1	-9	5	2	1	-3	0	-2	-2	9
C/C=C/C(=O)OCC(=O)Nc1nc2ccc(C)cc2s1	12	-1	-3	4	1	-3	1	17	-14
CCCC(NC(=S)NCC1CCCO1)C12CC3CC(CC(C3)C1)C2 (configuration not stated)	-1	21	1	7	9	-2	3	2	2
COc1ccc(C2(C(=O)Nc3ccc(C(=O)O)cc3)CCOCC2)cc1	8	2	3	2	4	-2	-5	18	-3

2 entries from above in a different format.
| mol | EBNA-1 inhibitor | PAFAH1B2 inh | PAFAH1B3 inh | pPAFAH inh | PREPL inh | LYPLA1 inh | PAFAH2 FP inh | ZTA DNA inh | LYPLA2 inh |
| --- | --- | --- | --- | --- | --- | --- | --- | --- | --- |
| c1ccc(-c2csc3ncnc(N4CCN(Cc5ccc6c(c5)OCO6)CC4)c23)cc1 | -9 | 5 | 2 | 1 | -3 | 0 | -2 | -2 | 9 |
| O/C(=C\c1nc2ccccc2[nH]1)c1cccs1 | 2 | 1 | 9 | 3 | -7 | -4 | 2 | 8 | -3 |

Following part:
SMILES	EBNA-1 inhibitor	PAFAH1B2 inh	PAFAH1B3 inh	pPAFAH inh	PREPL inh	LYPLA1 inh	PAFAH2 FP inh	ZTA DNA inh	LYPLA2 inh
COc1cccc(NC(=O)c2ccc(S(=O)(=O)N3CCCCC3)cc2)c1	-1	5	4	0	0	-3	1	-4	4
O=C(CCC(=O)Nc1ccccc1Cl)NNC(=O)COc1ccc([N+](=O)[O-])cc1	x	1	0	3	1	-5	-3	6	-11
CCOc1c2ccc(C(=O)NCc3ccc4c(c3)OCO4)cc2nn1CCOC	0	-6	2	6	3	3	-1	19	1
CCOc1ccc(C2/C(=C(\O)c3ccc(OC)c(OC)c3)C(=O)C(=O)N2c2cc(C)on2)cc1OC (configuration not stated)	6	-3	11	1	6	2	-2	6	4
COc1ccc(C)cc1NC(=O)CN1C(=O)COc2ccc(S(=O)(=O)N3CCCCC3)cc21	8	2	0	2	2	-3	-4	-8	-2
CCc1ccc(C2NC(=S)NC3=C2C(=O)CC(C)(C)C3)cc1 (configuration not stated)	-2	6	2	2	19	0	-4	-24	5
CC1(C)Cc2cccc(C(=O)Nc3ccc(F)cc3F)c2O1	-3	5	5	6	-5	-4	5	-1	-4
CCOC(=O)CSc1snnc1C	3	-3	7	5	-5	0	-4	5	-5
O=C(NC1CCCCC1)c1ccc2c(c1)S(=O)(=O)c1ccccc1C2=O	7	2	6	7	9	3	-6	-4	-1
CSc1cccc(NC(=S)NCCCN2CCN(c3ccc(F)cc3)CC2)c1	-7	8	5	1	-19	3	-1	-9	-2
Cc1ccnc(NC(=S)NC(=O)c2cccs2)c1	-1	-3	1	-3	-5	-3	-10	11	6
O=C(NCc1cccnc1)c1ccc(Br)o1	-1	1	2	7	16	-1	2	-4	0
Cc1ccnc2nc(C(=O)OCC(=O)Nc3ccc([N+](=O)[O-])cc3Br)nn12	x	-2	4	3	9	-3	8	4	6
Cc1cc(Cl)ccc1NC(=S)N1CCOCC1	10	8	5	1	-9	-4	-4	2	-1
CC1(C)CC(=O)/C(=C(/O)Cc2ccccc2)C(=NCCc2ccccc2)C1	-8	2	3	0	14	-3	3	-1	2
COc1cc(SC)ccc1C(=O)Nc1cc(C)ccn1	1	2	3	12	-5	3	3	2	-1
CCCCNC(=O)c1sc2ncnc(N3CCc4ccccc4C3)c2c1C	-8	1	6	7	-31	-3	-3	-12	-7
O=C(O)c1ccc(S(=O)(=O)N2CCc3ccccc3C2)cc1	5	16	16	-2	-8	-3	5	10	0
COc1ccc(C(=O)N[C@H](C(=O)NCc2cccs2)C(C)C)cc1	-2	-2	6	-8	6	-5	3	2	-2
CC1CN(C(=S)NC(=O)c2ccco2)CC(C)O1 (configuration not stated)	4	-3	13	1	-6	2	-5	3	-5
CCN(CC)CCNS(=O)(=O)c1ccc2[nH]cc(C(=O)O)c(=O)c2c1	-5	4	1	-2	7	0	0	-8	7
Cc1ccc(Cl)c(OCC(=O)Nc2ccc(S(=O)(=O)NC3=NCCCCC3)cc2)c1	-8	-2	1	9	-19	-1	1	-11	5
Cc1ccc(S(=O)(=O)/N=C(\CN2CCOCC2)N2CCCC2)cc1	-13	3	6	-7	6	1	-1	-11	-2
CN1C(=O)OC(C)(CCc2ccccc2)C1(C)O (configuration not stated)	4	4	10	1	-4	0	-3	9	2
CC(C)C(CC(=O)NCc1ccco1)c1ccco1 (configuration not stated)	-9	-1	-1	6	-11	4	4	-4	0
Sc1oc(-c2ccccc2)cc1C=Nc1ccccc1	13	10	3	14	11	-4	11	13	-1
COCCNc1nc(-c2cc3ccccc3o2)cs1	20	2	8	-4	6	0	3	6	4
CCOC(=O)CSc1nnc(CNc2cccc(Cl)c2)n1C	-6	2	7	-2	14	-1	2	1	-6
Cc1c(C(=O)N2CCN(c3ccccc3)CC2)oc2c1C(=O)CC(C)(C)C2	9	4	10	7	16	0	-2	-3	8
CCOC(=O)C[C@H]1c2cc(F)ccc2S(=O)(=O)N1C1CCCC1	1	3	-2	4	1	-2	1	-7	-6
OCC1(Cc2ccccc2)CCCN(C2CCCC2)C1 (configuration not stated)	-1	0	12	-1	2	-3	0	-15	-3
COc1cc2c(cc1OC)C(c1ccccc1)NCC2 (configuration not stated)	1	6	5	9	0	6	-10	3	-5
CC(CNC(=O)Cn1ccc(N)nc1=O)c1ccccc1 (configuration not stated)	x	-1	12	6	4	0	-5	-8	3
N#C/C(=C\c1ccc(Cl)cc1Cl)c1n[nH]c(Cn2cncn2)n1	-2	6	2	2	0	2	-6	-19	4
CCC(=O)Nn1c(C2CCC2)nc2ccccc2c1=O	4	-1	6	-6	-5	0	-3	-2	-4
CC(=O)Nc1ccc(-n2nnnc2SCC(=O)Nc2cccc(NC(=O)c3ccco3)c2)cc1	7	-4	2	-2	-10	-21	-7	4	-35
CCOc1ccccc1NC(=O)C1CCCCN1S(=O)(=O)c1ccccc1 (configuration not stated)	x	7	1	-1	-2	1	-2	-17	8
Nc1nc(OCC(F)(F)F)cc(Oc2ccccc2F)n1	2	1	-4	15	5	2	4	-7	5
COc1ccc(C(=O)COC(=O)CNC(=O)c2ccc(C)s2)c(OC)c1	x	4	2	6	2	x	1	x	x
O=C(CSc1nnc(-c2ccccc2)n1CC1CCCO1)N1CCCC1 (configuration not stated)	0	-1	1	-2	-3	2	4	-3	-5
Cc1ccc(NC(=S)Nc2ccc(Br)cc2)cc1	-3	4	10	-7	9	-4	0	1	-1
COC(=O)c1c(-c2ccccc2Cl)noc1-c1cnc(N)nc1C(F)(F)F	-1	-2	-1	-3	-12	-4	-3	4	3
CCOC(=O)c1cc(C#N)c(SCC(=O)O)[nH]c1=O	5	2	31*	32*	-1	-6	-6	1	-4
CC12CN3CC(C)(CN(C1)C3c1ccccc1F)C2 (configuration not stated)	-6	4	11	-3	7	-1	-2	-2	-2
FC(F)(F)c1ccc(-n2ccnc2)nc1	2	2	8	2	-5	-1	-9	-22	7
Cn1c2ccccc2c2nn(-c3ccccc3)c(=O)cc21	8	-2	0	-1	-3	2	0	7	10
CCOc1ccc(S(=O)(=O)n2cc(-c3ccccc3)c(N)n2)cc1	8	3	2	-1	-1	-1	2	20	-2
CC(=O)N1CCCc2cc(S(=O)(=O)N3CCCC(C(=O)Nc4cc(C)ccc4C)C3)ccc21 (configuration not stated)	3	5	3	7	4	1	2	-2	1
CC(C)Sc1nc2ccccc2[nH]1	-6	1	7	0	0	1	-6	-11	-7

Filtered by structure, the entries above with an aryl methoxy group
SMILES	EBNA-1 inhibitor	PAFAH1B2 inh	PAFAH1B3 inh	pPAFAH inh	PREPL inh	LYPLA1 inh	PAFAH2 FP inh	ZTA DNA inh	LYPLA2 inh
COc1ccc(CCNC(=O)/C=C/c2ccc(OC)c(S(=O)(=O)N3CCOCC3)c2)cc1	-13	5	-6	-2	5	-4	6	-14	6
COc1ccc(C2(C(=O)Nc3ccc(C(=O)O)cc3)CCOCC2)cc1	8	2	3	2	4	-2	-5	18	-3
COc1cccc(NC(=O)c2ccc(S(=O)(=O)N3CCCCC3)cc2)c1	-1	5	4	0	0	-3	1	-4	4
CCOc1ccc(C2/C(=C(\O)c3ccc(OC)c(OC)c3)C(=O)C(=O)N2c2cc(C)on2)cc1OC (configuration not stated)	6	-3	11	1	6	2	-2	6	4
COc1ccc(C)cc1NC(=O)CN1C(=O)COc2ccc(S(=O)(=O)N3CCCCC3)cc21	8	2	0	2	2	-3	-4	-8	-2
COc1cc(SC)ccc1C(=O)Nc1cc(C)ccn1	1	2	3	12	-5	3	3	2	-1
COc1ccc(C(=O)N[C@H](C(=O)NCc2cccs2)C(C)C)cc1	-2	-2	6	-8	6	-5	3	2	-2
COc1cc2c(cc1OC)C(c1ccccc1)NCC2 (configuration not stated)	1	6	5	9	0	6	-10	3	-5
COc1ccc(C(=O)COC(=O)CNC(=O)c2ccc(C)s2)c(OC)c1	x	4	2	6	2	x	1	x	x

Source: PubChem

These rows are one share of the data, so the mix of outcomes need not match the whole.
